# High-throughput results: PubChem BioAssay, National Center for Advancing Translational Sciences (NCATS)
# Mito fusion act = qHTS Assay for Small Molecule Inhibitors of Mitochondrial Division or Activators of Mitochondrial Fusion | AID 485298, 2010 | 320,000 compounds, 0.23% hits | Potency, µM (top dose mostly 46.1 µM), for inactives: top-dose growth rescue (activation), hits mostly activators | S. cerevisiae fusion-defective mutant growth rescue, CellTiterGlo 48 h;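 note: potency is the fitted concentration of half-maximal effect; % of control where 0% means no effect; nearly all actives have a fitted effect of over 45% in size; temperature-sensitive fusion mutants such as fzo1-1 at 37 °C on non-fermentable ethanol glycerol medium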
#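 Temperature-sensitive fusion-defective S. cerevisiae (e.g. fzo1-1, mgm1-5) were grown with compound in YPEG medium (3% ethanol, 3% glycerol) for 48 hours at 37C. Growth rescue was measured as viability by CellTiterGlo luminescence after 10 minutes at ambient.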
# FLuc modulator = qHTS profiling assay for firefly luciferase inhibitor/activator using purifed enzyme and Km concentrations of substrates (counterscreen for miR-21 project). Luciferin 4-monooxygenase (Photinus pyralis), P08659. purified FLuc, Km substrates, luminescence inhibition. Potency, µM (top dose mostly 57.5 µM), inactives show top-dose activity change, negative = inhibition, most hits filed as inhibitors. 360,000 compounds, 6.9% hits. AID 588342, 2011;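 note: potency is the fitted concentration of half-maximal effect; plate controls were vehicle for no effect and reference inhibitor for full effect; nearly all actives have a fitted effect of over 55% in size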
# Target sequence (P08659 whole entry, looked up): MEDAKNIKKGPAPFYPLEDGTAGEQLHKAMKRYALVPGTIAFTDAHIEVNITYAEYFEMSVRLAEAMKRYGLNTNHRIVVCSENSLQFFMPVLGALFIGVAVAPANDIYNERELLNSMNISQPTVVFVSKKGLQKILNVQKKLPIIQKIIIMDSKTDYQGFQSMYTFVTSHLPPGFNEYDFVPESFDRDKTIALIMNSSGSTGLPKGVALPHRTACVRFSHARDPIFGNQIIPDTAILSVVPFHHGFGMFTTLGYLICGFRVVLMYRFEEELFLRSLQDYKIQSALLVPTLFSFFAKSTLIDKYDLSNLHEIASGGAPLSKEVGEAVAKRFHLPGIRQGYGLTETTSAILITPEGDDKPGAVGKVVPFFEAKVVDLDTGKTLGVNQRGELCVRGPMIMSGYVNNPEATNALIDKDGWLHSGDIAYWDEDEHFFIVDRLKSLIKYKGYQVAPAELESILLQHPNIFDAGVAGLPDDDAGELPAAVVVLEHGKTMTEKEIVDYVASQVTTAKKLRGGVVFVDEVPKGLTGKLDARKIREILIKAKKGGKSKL
#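 Purified P. pyralis luciferase, 10 nM final, with Km-level 10 uM D-luciferin and 10 uM ATP in 50 mM Tris acetate pH 7.5, 10 mM Mg acetate, 0.01% Tween-20, 0.05% BSA; 6-point qHTS titration about 60 µM downward; luminescence read.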
# RORg inh = qHTS for inhibitors of ROR gamma transcriptional activity. Nuclear receptor ROR-gamma (Mus musculus), P51450. Drosophila S2 Gal4-RORgamma UAS-luciferase reporter, 20 h. Potency, µM (titrated, usually from 53.6 µM), without a hit: at the top dose activity change, negative = inhibition, usual class: inhibitors. 310,000 compounds, 5.4% hits; note: potency is the fitted concentration of half-maximal effect; % is set by controls: 0 for no effect and ±100 for the full control effect; nearly all actives have a fitted effect of over 60% in size
# Target sequence (P51450 whole entry, looked up, the tested form may be a part): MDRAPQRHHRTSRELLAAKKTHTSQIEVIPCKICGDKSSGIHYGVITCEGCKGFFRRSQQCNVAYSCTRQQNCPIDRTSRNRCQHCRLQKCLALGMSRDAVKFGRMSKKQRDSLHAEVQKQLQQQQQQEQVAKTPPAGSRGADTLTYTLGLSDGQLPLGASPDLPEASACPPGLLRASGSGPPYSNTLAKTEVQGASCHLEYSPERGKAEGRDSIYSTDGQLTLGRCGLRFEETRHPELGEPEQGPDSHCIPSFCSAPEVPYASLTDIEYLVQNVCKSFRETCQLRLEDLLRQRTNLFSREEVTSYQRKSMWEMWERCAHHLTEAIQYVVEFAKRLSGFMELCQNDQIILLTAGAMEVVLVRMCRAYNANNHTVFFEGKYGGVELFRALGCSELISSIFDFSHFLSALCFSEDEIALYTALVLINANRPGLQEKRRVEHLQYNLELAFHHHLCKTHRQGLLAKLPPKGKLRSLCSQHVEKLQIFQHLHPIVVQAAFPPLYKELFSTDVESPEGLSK
#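 Schneider cells (Drosophila), stable Gal4 DBD–ROR gamma + UAS-luc; 1 hr cmpd preincubation; Cu2+ induction 700 uM final; 20 hr ambient; luminescence.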
# NPC1 prom act = qHTS Assay for NPC1 Promoter Activators. Huh7 NPC1 promoter luciferase reporter, 24 h. Potency, µM (titrated, usually from 9.22 µM), without a hit: at the top dose activation, actives largely listed as activators. 320,000 compounds, 2.4% hits. AID 485313, 2010;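 note: potency is the fitted concentration of half-maximal effect; % of control where 0% means no effect; nearly all actives have a fitted effect of over 60% in size; reporter is driven by a mutant NPC1 promoter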
#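 Quantitative HTS used a cell-based reporter: Huh7 cells stably bearing the NPC1 promoter upstream of luciferase were treated with compounds for 24 h, and promoter activation was read as luminescence.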
# Menin-MLL TR inh = qHTS Assay for Inhibitors Targeting the Menin-MLL Interaction in MLL Related Leukemias: Competition With Texas Red Labeled MLL-derived Mutant Peptide. O00255. Menin + Texas Red MLL mutant peptide, fluorescence polarization. Potency, µM (doses to about 61.6 µM), inactives show at the top dose FP activity change, negative = inhibition, actives largely listed as inhibitors. 270,000 compounds, 0.23% hits. AID 1768, 2009; active = well fitted inhibition curve with a large enough effect in the polarisation, with a control signal flat, not every such curve was filed as active; inconclusive = small, poorly fitted or top-dose-only effect, or effect the other way, or a change in a side signal; inactive = no such curve, though single readings can be large or run the other way; the % refers to the polarisation; note: potency is the fitted concentration of half-maximal effect; % of control where 0% means no effect; many of its hits are not listed in these tables
# MBNL1-CUG inh = qHTS Assay for Inhibitors of MBNL1-poly(CUG) RNA binding | Muscleblind-like protein 1 (Homo sapiens), Q9NR56 | TR-FRET MBNL1-His/biotin-(CUG)12 binding, 665/545 ratio | Potency, µM (doses to about 57.5 µM), for the others: top-dose activity change, negative = inhibition, hits mostly inhibitors | 280,000 compounds, 0.036% hits; active = well fitted inhibition curve with a large enough effect in the signal ratio, with a control signal flat, not every such curve was filed as active; inconclusive = small, poorly fitted or top-dose-only effect, or effect the other way, or a change in a side signal; inactive = no such curve, though single readings can be large or run the other way; the % refers to the signal ratio; note: potency is the fitted concentration of half-maximal effect; % is set by controls: 0 for no effect and ±100 for the full control effect
#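 His-tagged MBNL1 binding to biotinylated (CUG)12 RNA was measured by TR-FRET using terbium anti-His antibody (0.055 ng/ul final) and streptavidin-XL665 (5 nM final). Compounds were titrated 92 nM to 58 uM; 60 min at room temperature.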
# PKM2 activator = qHTS Assay for Activators of Human Muscle isoform 2 Pyruvate Kinase; 260,000 compounds, 0.34% hits; AID 1631, 2009; Pyruvate kinase PKM (Homo sapiens), P14618; purified PKM2, Kinase-Glo ATP luminescence, activation; response scale: 0% is enzyme alone, no compound; Potency, µM (doses to about 57.5 µM), inactives show at the highest dose activation, hits mostly activators; note: potency is the fitted concentration of half-maximal effect; % is set by controls: 0 for no effect and ±100 for the full control effect; nearly all actives have a fitted effect of over 55% in size
#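 ATP formation by purified human PK-M2, quantified via coupled luciferase luminescence after 1 h at room temperature with 0.1 mM ADP and 0.5 mM PEP final.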
# KCNH2 3.1 block = qHTS for Inhibitors of KCHN2 3.1: Mutant qHTS. activity change, % (tested at about 1.8 µM). Potassium voltage-gated channel subfamily H member 2, brain isoform KCNH2 3.1 (human). U2OS KCNH2 3.1, thallium flux FluxOr; hits give low values. AID 720553, 2013. 340,000 compounds, 0.95% hits;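 active = maximum activity change below -70%; inconclusive = maximum activity change from -70% to -50%; inactive = maximum activity change above -50%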;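 note: thallium influx rate constant from kinetic fluorescence after stimulation buffer; % is set by controls: 0 for no effect and ±100 for the full control effect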
#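 We transduce U2OS cells with the mutant 3.1 virus, culture them overnight, load FluxOr with Red40 quencher for 45 min, then add stimulation buffer and read kinetically for 2 min to derive a normalized rate constant.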
# Rab9 promoter act = qHTS Assay for Rab9 Promoter Activators; Huh7 Rab9 promoter-luciferase reporter, luminescence, 24 h; Potency, µM (top dose mostly 9.22 µM), for inactives: at the top dose activation, negative = inhibition, most hits filed as activators; 320,000 compounds, 2.8% hits; AID 485297, 2010; note: potency is the fitted concentration of half-maximal effect; % of control where 0% means no effect; nearly all actives have a fitted effect of over 60% in size
#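 Stable Rab9-luc Huh7, 1500 cells/well, 2 h settle; cmpd in DMSO, 24 h, 37 °C/5% CO2; luciferase reagent 10 min RT; luminescence.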
# VP16 counter = VP16 counterscreen qHTS for inhibitors of ROR gamma transcriptional activity; Drosophila S2 Gal4-VP16 UAS-luciferase, luminescence, 20 h; Potency, µM (titrated, usually from 53.6 µM), for inactives: at the highest dose activity, negative = inhibition, actives largely listed as inhibitors; 310,000 compounds, 3.5% hits; AID 2546, 2010;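 note: Gal4-VP16 expression switched on by copper sulfate through the metallothionein promoter; potency is the fitted concentration of half-maximal effect; % is set by controls: 0 for no effect and ±100 for the full control effect; nearly all actives have a fitted effect of over 50% in size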
# ELG1 DNA repair = qHTS screen for small molecules that inhibit ELG1-dependent DNA repair in human embryonic kidney (HEK293T) cells expressing luciferase-tagged ELG1 | HEK293T ELG1-luciferase reporter, luminescence, 16 h; DNA damage induced by 5-fluorouridine | Potency, µM (doses to about 46.1 µM), for the others: top-dose activity change, negative = inhibition, hits mostly inhibitors | 330,000 compounds, 2.3% hits | AID 504467, 2011; note: potency is the fitted concentration of half-maximal effect; % is set by controls: 0 for no effect and ±100 for the full control effect; nearly all actives have a fitted effect of over 55% in size
#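 Cells (2,000 per well) received 5-fluorouridine plus test compound or DMSO and were incubated 16 hr at 37 °C, 5% CO2. Luciferase activity was read by luminescence 30 min after ONE-Glo addition; signal suppression marked inhibition of damage-induced ELG1 function.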
# An asterisk follows results filed as active; ? = inconclusive; / = not tested or not shown; [ ] = dose if it differs, or a comment. Unless noted, calls come from the whole dose curve; as a rule, active = well fitted curve in the direction sought with a large enough effect; inconclusive = small, poorly fitted or top-dose-only effect, or another doubt; inactive = no such curve, though single readings can be large; an effect the other way counts as inactive or inconclusive.
SMILES,Mito fusion act,FLuc modulator,RORg inh,NPC1 prom act,Menin-MLL TR inh,MBNL1-CUG inh,PKM2 activator,KCNH2 3.1 block,Rab9 promoter act,VP16 counter,ELG1 DNA repair
CCCOc1ccc(C(O)CCNC(CC(=O)O)c2ccccc2)cc1 (stereo unspecified),4%,2%,18%,-6%,6%,-8%,-14%,8,-2%,?,17%
COc1ccccc1NS(=O)(=O)c1ccc2oc(N)nc2c1,10%,0%,-12%,5%,7%,0%,20%,3,-8%,-6%,4%
O=C(O)c1ccc(NC(=O)c2ccc3c(c2)C(=O)N(CC2CCCO2)C3=O)cc1 (stereo unspecified),4%,?,11%,3%,13%,?,-10%,18,-2%,1%,-4%
CN(CC(=O)Nc1ccc2c(c1)OCO2)S(=O)(=O)c1ccc(F)cc1,-4%,-8%,-4%,-1%,3%,-3%,-1%,-12,6%,3%,18%
COC(=O)Cn1c(=NC(=O)C2COc3ccccc3O2)sc2cc(S(N)(=O)=O)ccc21 (stereo unspecified),-7%,4%,-4%,-6%,23%,4%,16%,12,0%,-7%,-14%
CC(=O)Nc1ccc(N2CCN(C(=O)c3cccs3)CC2)cc1,-2%,1%,11%,0%,1%,0%,-2%,-16,-2%,1%,8%
CCOC(=O)c1ccc(NC(=O)C(=O)NCC2(c3ccc(OC)cc3)CCOCC2)cc1,-1%,-2%,?,-13%,/,-9%,-4%,18,1%,?,?
COC(=O)c1cccc(NC(=O)CCc2cc(OC)c(OC)c(OC)c2)c1,-5%,-4%,?,1%,-1%,/,-15%,5,-3%,-14%,?
CCN(CC(=O)Nc1ccc2c(c1)OCCO2)Cc1cc(=O)oc2c(C)c(C)ccc12,2%,-17%,-13%,3%,-6%,0%,-13%,-12,0%,-1%,?
CCOC(=O)c1nc(Nc2ccccc2)c2ccccc2n1,6%,2%,6%,0%,-8%,17%,-2%,-10,-1%,10%,?
Cc1[nH]n(-c2ccccc2)c(=O)c1C=NCc1ccncc1,1%,0%,-4%,2%,/,8%,-1%,4,-4%,7%,?
CN(C)c1ccc(NC(=O)CCCc2ccccc2)cc1,-8%,2.4µM*,-32%,4µM*,14%,12%,2%,0,1.6µM*,?,?
O=C(CN(Cc1ccccc1)C(=O)CCl)c1cccc(Br)c1,16%,2%,/,-37%[inhibitor],/,/,/,-45,-38%[inhibitor],/,?
CC(C)C[C@H](NC(=O)c1nc[nH]c1C(=O)N(C)Cc1ccccc1)C(=O)OCc1ccccc1,1%,0%,-11%,?,?,5%,5%,5,1%,3.5µM*,9%
CC(C)c1ccccc1NC(=O)Cn1c(-c2ccccc2Cl)nc2ccccc21,5%,13%,27%,-2%,0%,?,1%,-31,6%,4%,3%
Cc1ccc2nsnc2c1S(=O)(=O)N(Cc1ccco1)Cc1cc2cccc(C)c2[nH]c1=O,5%,5%,3%,-3%,1%,-2%,0%,-15,1%,3%,?
CN(CC(=O)O/N=C(\N)c1ccccn1)S(=O)(=O)c1ccc(Br)cc1,9%,3%,?,5%,7%,-1%,-4%,-2,1%,1%,0%
CC(=O)c1ccc(S(=O)(=O)N2CCN(c3nn(C)c(=O)n(C)c3=O)CC2)cc1,3%,4%,/,-5%,/,/,/,-6,-2%,/,9%
O=C(c1ccc(S(=O)(=O)NCc2ccco2)cc1)N1CCCC(C(F)(F)F)C1 (stereo unspecified),4%,2%,/,1%,/,/,/,5,-2%,/,3%
Cc1cc(=O)cc(C)[nH]1,-1%,2%,1%,-4%,-10%,3%,2%,2,-2%,1%,5%

# Reformatted with two lines to a compound: two of the compounds above
# Order of results: Mito fusion act | FLuc modulator | RORg inh | NPC1 prom act | Menin-MLL TR inh | MBNL1-CUG inh | PKM2 activator | KCNH2 3.1 block | Rab9 promoter act | VP16 counter | ELG1 DNA repair
O=C(c1ccc(S(=O)(=O)NCc2ccco2)cc1)N1CCCC(C(F)(F)F)C1 (stereo unspecified)
 : 4% | 2% | / | 1% | / | / | / | 5 | -2% | / | 3%
Cc1cc(=O)cc(C)[nH]1
 : -1% | 2% | 1% | -4% | -10% | 3% | 2% | 2 | -2% | 1% | 5%

# Further structures.
SMILES,Mito fusion act,FLuc modulator,RORg inh,NPC1 prom act,Menin-MLL TR inh,MBNL1-CUG inh,PKM2 activator,KCNH2 3.1 block,Rab9 promoter act,VP16 counter,ELG1 DNA repair
CCc1nnc(NC(=O)CSc2nc3cccnc3n2Cc2ccccc2)s1,-7%,-3%,?,0%,-7%,7%,0%,1,-5%,?,-38%
CCNC(=S)NS(=O)(=O)c1ccccc1,0%,0%,?,-3%,7%,2%,2%,-2,2%,-3%,2%
CN(C)S(=O)(=O)c1cc(NC(=O)CNCc2ccccc2)ccc1Cl,7%,?,?,6%,-12%,-3%,5%,1,0%,2%,17%
CCc1ccc(OCC(=O)N/N=C(\C)c2ccc(OC(F)F)cc2)cc1,2%,?,28%,-2%,9%,/,-5%,?,-5%,2%,2%
O=C1c2ccccc2C(=O)N1CCN1CCCCC1,3%,-1%[2.3 µM],34%,0%,1%,-5%,3%,-7,1%,-3%,?
COc1ccc([C@H]2CC(=O)C=C(c3ccc(OC)nc3)C2)cc1,1%,-14%,/,1%,/,/,/,9,-3%,/,-16%
CC1CCCCC1NS(=O)(=O)c1ccc(S(=O)(=O)NCc2ccncc2)cc1 (stereo unspecified),4%,-4%,9%,-28%,2%,-3%,11%,10,-24%,-27%,?
Cc1oc(-c2ccccc2Cl)nc1CS(=O)CC(=O)NCc1cccs1 (stereo unspecified),-1%,-3%,-34%,0%,3%[11.7 µM],5%,-1%,-1,-1%,8%,-10%
CCn1nc(C)c(NC(=O)c2ccc(Cl)cc2)c1C,-6%,-1%,2%,0%,8%,-8%,-5%,1,-4%,1%,0%
CCC1(CC)Cc2ccccc2C(N)=C1C#N,3%,0%,-34%,1%,10%,?,4%,2,0%,-10%,0%

# 3 entries already listed, ordered by their value in PKM2 activator, largest number first:
mol | PKM2 activator
CN(CC(=O)Nc1ccc2c(c1)OCO2)S(=O)(=O)c1ccc(F)cc1 | -1%
CCn1nc(C)c(NC(=O)c2ccc(Cl)cc2)c1C | -5%
CCCOc1ccc(C(O)CCNC(CC(=O)O)c2ccccc2)cc1 (stereo unspecified) | -14%

# (more compounds)
SMILES,Mito fusion act,FLuc modulator,RORg inh,NPC1 prom act,Menin-MLL TR inh,MBNL1-CUG inh,PKM2 activator,KCNH2 3.1 block,Rab9 promoter act,VP16 counter,ELG1 DNA repair
O=C(NCc1ccccc1)c1cnc2n(c1=O)CCS2,-1%,3%,9%,13%,-20%,-2%,2%,0,10%,1%,13%
O=C(CSc1nnc(-c2c[nH]c3ccccc23)o1)c1ccc(-c2ccccc2)cc1,-1%,0%,?,-2%,/,5%,0%,-1,14%,-7%,-8%
COC(=O)CN1C(=S)N(c2ccc(Cl)cc2)C(=O)C1CC(=O)Nc1ccc(F)cc1 (stereo unspecified),3%,-3%,?,0%,?,-9%,-6%,-10,3%,0%,3%
O=C(O)c1ccc2c(=O)n3c(nc2c1)/C(=C/c1ccccc1C(F)(F)F)CCCC3,0%,7%,?,-5%,1%,1%,2%,-6,-16%,-18%,16%
CCCCn1c(SCC(=O)N2CCCC2)nc2cc(S(N)(=O)=O)ccc21,-2%,-3%,-2%,9%,-12%,-17%,-2%,-4,10%,-4%,-5%

# Not all compounds are listed, so the mix of outcomes need not match the whole.
